Source: PubChem
OPRM1-OPRD1 ag: OPRM1-OPRD1 heterodimerization agonism | cells, luminescence | hit rate 0.3% among 340,000 | activation, % at 9.3 µM; in the data active = activation above about 18%;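 also: 0% = vehicle-treated cells and 100% = reference agonist; values of inactives mirror those of a sister screen read the other way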
MOR-DOR inv ag: inverse agonists of human mu-delta opioid receptor heterodimerization; P35372+P41143; cell-based MOR-DOR heterodimer luminescence, inverse agonism; inhibition, % at 9.3 µM; AID 504357; hit rate 0.21% among 340,000; in the data active = inhibition above about 22%, passing the limit was not always enough;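 also: 0% = cells with DMSO and 100% = wells without cells with DMSO; values of inactives mirror those of a sister screen read the other way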
PKA-R1A act: PKA-R1A complex activation; P00514+P68181; PKA-R1A dissociation, Cy5-IP20 fluorescence polarization; scaled: DMSO 0%, 113 µM cGMP 100%; activation, % at 11.4 µM; hit rate 0.083% among 340,000;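 active = percent activation above the mean of all tested compounds plus 3 SD, cut at about 19% in these data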;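 also: higher means more PKAc released from R1A so a rise in polarization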
HTR5A ag: counter-screen for OPRM1-OPRD1 agonists: human HTR5A agonism; hit rate 0.61% among 340,000; HTR5A agonist assay, luminescence, cell-based; AID 504692; P47898; activation, % at 9.3 µM; in the data active = activation mostly above about 9.5%, no sharp cut-off; inactive = mostly below about 7.6%;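 also: 0% = cells with vehicle only and 100% = reference agonist; strong numbers were not always called active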
DAGLB inhibitor: blocks human DAGLB lipase activity; Q8NCG7; HEK293T DAGLB membrane lysate, EnzChek fluorogenic substrate; inhibition, % at 5.17 µM; hit rate 0.059% among 340,000; AID 504411; in the data active = inhibition above about 34%;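 also: 0% = enzyme with vehicle and 100% = wells lacking enzyme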
Arrestin-AP2 inh: inhibitors of human beta-arrestin and AP2 interaction; hit rate 0.31% among 340,000; inhibition, % at 10 µM; AID 504490; FITC-arrestin peptide / GST-AP2 beads, flow cytometry; AP2 beta2 appendage carries R879A mutation;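 active = inhibition above a set limit, near 3 SD of compounds lacking own fluorescence, cut at about 54% in these data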;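 also: plate controls were DMSO wells for no effect and 5 µM unlabelled arrestin peptide for full effect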
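system = GST-tagged AP2 beta2-adaptin appendage (R879A) on 4 µm glutathione beads | reagent = FITC-labelled arrestin peptide probe, 50 nM final | schedule = compound with beads 12 min RT, then probe 1 h RT | signal = HyperCyt-sampled flow cytometry, FL1 channel, ex 488/em 535 nm | read-out = percent response from loss of bead-bound FITC fluorescence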
HTR5A inv ag: HTR5A inverse agonism, opioid heterodimer counter-screen; HTR5A cell line, luminescence; inhibition, % at 9.3 µM; hit rate 0.083% among 340,000; AID 504634; in the data active = inhibition mostly above about 23%, no sharp cut-off; inactive = mostly below about 18%;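 also: 0% = cells with DMSO and 100% = no-cell wells with DMSO; some compounds called inactive have numbers as strong as hits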
PKA-R2B activ: activates the human PKA-R2B holoenzyme complex; hit rate 0.079% among 340,000; activation, % at 11.4 µM; PKA-R2B holoenzyme dissociation, Cy5-IP20 fluorescence polarization; R2B truncated from residue 108, S112A mutant; 0% DMSO only, 100% 113 µM cGMP;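 active = activation above a cutoff set at the mean over all compounds plus 3 SD, cut at about 18% in these data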;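 also: higher means more holoenzyme dissociation and a rise in polarization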
Pemphigus Ab inh: blocks pemphigus antibody binding to human desmoglein-3; P32926; DSG3-coupled beads, scFv-anti-DSG3-GFP binding, flow cytometry; hits give low values; binding (percent of control), % at 10 µM; hit rate 0.48% among 310,000;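 active = binding more than 3 SD below its plate's average and above zero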;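 also: hits lower antibody fragment binding to DSG3; some compounds called inactive have numbers as strong as hits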
Target sequence (P32926 whole entry, looked up, the tested form may be a part): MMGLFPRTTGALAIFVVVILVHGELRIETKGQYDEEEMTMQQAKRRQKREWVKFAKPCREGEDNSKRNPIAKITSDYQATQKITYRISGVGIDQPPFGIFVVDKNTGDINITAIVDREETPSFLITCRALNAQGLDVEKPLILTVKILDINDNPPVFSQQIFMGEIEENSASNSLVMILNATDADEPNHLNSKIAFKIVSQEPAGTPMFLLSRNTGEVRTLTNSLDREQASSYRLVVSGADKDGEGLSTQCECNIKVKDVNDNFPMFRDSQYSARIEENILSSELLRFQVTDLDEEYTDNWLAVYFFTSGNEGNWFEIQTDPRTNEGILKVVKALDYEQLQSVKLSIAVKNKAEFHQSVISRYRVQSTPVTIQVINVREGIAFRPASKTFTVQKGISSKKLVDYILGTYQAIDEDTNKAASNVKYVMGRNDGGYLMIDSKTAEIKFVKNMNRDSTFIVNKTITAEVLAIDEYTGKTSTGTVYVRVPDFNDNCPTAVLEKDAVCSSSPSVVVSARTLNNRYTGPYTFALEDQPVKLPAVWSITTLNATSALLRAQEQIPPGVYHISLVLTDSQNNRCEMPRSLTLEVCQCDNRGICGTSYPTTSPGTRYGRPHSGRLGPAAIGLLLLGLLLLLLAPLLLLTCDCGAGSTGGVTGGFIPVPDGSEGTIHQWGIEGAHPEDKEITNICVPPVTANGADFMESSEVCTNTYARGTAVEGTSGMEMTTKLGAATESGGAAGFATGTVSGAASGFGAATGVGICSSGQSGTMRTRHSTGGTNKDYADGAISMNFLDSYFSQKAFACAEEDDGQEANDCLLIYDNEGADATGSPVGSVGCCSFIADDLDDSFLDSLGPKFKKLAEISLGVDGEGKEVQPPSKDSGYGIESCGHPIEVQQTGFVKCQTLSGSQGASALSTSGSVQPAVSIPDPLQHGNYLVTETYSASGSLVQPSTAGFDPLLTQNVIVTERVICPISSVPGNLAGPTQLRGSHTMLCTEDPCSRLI
V-ATPase pHluor: alters yeast V-ATPase proton transport; S. cerevisiae, pHLuorin cytosolic pH fluorescence; response, % at 10 µM; hit rate 0.37% among 350,000; in the data active = response mostly above about 7.3%, no sharp cut-off; inactive = mostly below about 5.4%; also: actives read high; inactives centre near 0; some compounds called inactive have numbers as strong as hits; reference of the scale not given here
* hit, by the source's call; / = not tested or not shown.

SMILES	OPRM1-OPRD1 ag	MOR-DOR inv ag	PKA-R1A act	HTR5A ag	DAGLB inhibitor	Arrestin-AP2 inh	HTR5A inv ag	PKA-R2B activ	Pemphigus Ab inh	V-ATPase pHluor
CCCCNC(=O)CNC(=O)c1nn(-c2ccc(OC)c(Cl)c2)c(=O)c2ccccc12	-2.2	12.4	6.2	0.8	-5.4	34.7	-3.0	-4.3	91.6	-1.0
COc1ccc(Nc2c3c(nc4ccccc24)CCC3)c(OC)c1	-1.7	8.0	11.4	-0.7	0.2	3.2	2.5	-0.2	120.8	-0.5
CN1CCC(N(C)C(=O)CNC(=O)c2ccc(C(C)(C)C)cc2)CC1	-1.7	9.0	-4.3	1.0	0.0	-19.4	-2.7	0.5	104.2	0.3
Cc1ccc(-n2c(SCC(=O)OC(C)C)nnc2-c2cnccn2)cc1	-1.5	7.6	0.8	-1.4	2.2	11.9	-17.5	-12.6	98.8	-1.7
CCOc1ccc(NC(=O)CN2CCN(CC(=O)c3ccc(OC)c(OC)c3)CC2)cc1	0.0	0.1	4.2	0.8	-2.7	3.1	6.3	-6.5	/	1.5
C=CCNc1ncnc2c1[nH]c1ccc(Cl)cc12	-0.9	4.6	-21.4	1.2	-2.8	-14.3	5.0	-0.1	/	2.8
O=C(c1ccc(Cl)s1)N1CCN(c2ncccn2)CC1	-2.7	14.3	-4.4	-3.0	-9.1	-16.3	8.1	-4.6	100.1	-4.1
O=C1NC(=S)NC1Cc1ccc(O)cc1 (stereo not drawn)	-4.5	22.1	2.4	3.3	-0.2	1.2	-13.1	0.5	/	0.6
O=C1C=C(c2ccc(-c3ccccc3)c(F)c2)C[C@@H](c2ccc3c(c2)OCO3)C1	0.1	-0.4	-0.3	-1.4	10.6	-17.6	-20.3	-4.7	103.8	-2.7
CCOC(=O)N1CCN(C(=O)c2ccc3c(SCC(=O)O)c4c(nc3c2)CCCC4)CC1	2.0	-11.6	-9.5	-0.5	-2.1	6.6	-13.0	1.5	94.4	-0.6
COc1cc(/C=N/NC(=O)c2c(-c3ccccc3)noc2C)ccc1O	-2.3	11.7	0.3	-1.7	-2.4	-3.6	4.3	-4.8	104.5	1.4
CCCCn1c(N)c(N(CCOC)C(=O)c2cc(S(=O)(=O)N3CCOCC3)ccc2Cl)c(=O)[nH]c1=O	-1.9	7.9	-4.8	-7.9	1.9	3.2	19.4	-11.0	114.6	1.4
NC(=O)Cn1c(=O)n(Cc2ccccc2)c(=O)c2cccnc21	-2.5	11.4	-0.3	-0.5	-1.6	-2.7	1.9	-7.3	95.8	0.0
COc1ccc(OC)c(N(C(=O)c2snc(C(N)=O)c2N)C(C(=O)NCC2CCCO2)c2ccc3ncccc3c2)c1 (stereo not drawn)	-0.1	0.9	-5.5	-1.1	-3.9	8.8	-6.4	-5.1	116.7	-7.0
CC1CCN(Cc2c(C(=O)N/N=C/c3ccc(C(C)C)cc3)nnn2-c2nonc2N)CC1	1.5	-8.2	1.1	4.5	-6.2	31.4	-10.8	6.0	90.9	5.3
CCOc1ccc(NC(=O)c2cc(S(=O)(=O)N3CCOCC3)cn2C)cc1	0.6	-3.5	8.4	9.5	1.4	17.5	-2.7	10.6	102.1	5.0
CN(C)S(=O)(=O)c1ccc(C(=O)Nc2ccn(C)n2)cc1	-0.1	0.7	15.8	-0.7	-0.6	-0.2	20.2	8.6	104.9	2.8
CCCn1c(C)cc(C(=O)CN2C(=O)c3cccc(N)c3C2=O)c1C	-3.8	19.1	-0.8	-0.8	-1.7	-0.4	4.2	-7.5	103.8	-0.9
Cc1cccn2c(=O)nc(SCC(=O)Nc3cccc4ccccc34)nc12	-0.6	3.9	7.5	3.3	2.0	2.6	11.5	-2.4	98.6	0.0
Cc1cc2cc(C)c3nnc(SCC(=O)Nc4ccc(S(=O)(=O)N5CCCCC5C)cc4)n3c2cc1C (stereo not drawn)	0.3	-1.9	-4.1	-4.3	-6.1	14.6	14.6	-0.8	101.3	3.4
O=C(OCC(=O)N1CCCC1)c1cc(F)c(F)cc1Cl	-0.8	4.9	-4.5	3.2	-3.3	-7.1	-27.2	4.4	94.9	3.2
CC(=O)c1ccc(N2CCN(S(=O)(=O)c3ccc4c(c3)CC(=O)N4C)CC2)cc1	-2.6	13.8	-13.0	0.8	-0.3	19.7	-3.4	2.6	103.0	-2.8
Cc1cccc(OCC(=O)Nc2ccc3c(c2)nc(CCN2CCCCC2)n3C)c1	0.8	-4.4	-2.8	1.6	2.6	-3.0	-6.5	3.3	98.7	1.9
O=C(CN1C(=O)NC2(CCCC2)C1=O)Oc1ccc2ccc(=O)oc2c1	-3.2	12.6	-7.2	0.6	1.4	5.0	12.3	1.2	97.8	-5.0
Cc1cc2ncn(-c3nnnn3-c3ccccc3)c2cc1C	0.3	-1.7	5.8	0.5	0.5	4.5	13.4	-6.7	/	5.2
Nc1nnc(SCC(=O)OCC(=O)c2ccccc2)s1	-1.8	9.1	-7.4	-0.3	0.4	-16.5	-17.5	0.1	102.1	2.4
COc1cc(OC)cc(C(=O)Nc2ccc3c(c2)COC3=O)c1	-3.4	15.6	9.4	-1.7	-3.3	3.9	-2.3	5.7	121.7	-0.4
CCOC(=O)c1c(C)[nH]c(C)c1S(=O)(=O)N1CCOCC1	-2.3	11.7	-6.2	-1.1	2.1	5.4	-2.8	-12.7	108.0	3.7
O=C(CSc1ccccc1)N1CCc2ccccc21	-2.5	12.7	4.1	2.5	-3.1	14.1	-6.6	-2.5	94.9	-5.9
COc1ccc(C2=NOC(C(=O)NCc3ccc(F)cc3)C2)cc1 (stereo not drawn)	-3.6	18.6	-7.7	4.6	-1.9	-3.0	-13.2	-7.0	103.6	-2.6
Cc1cccc(NC(=O)NC(=S)NC(=O)c2ccccc2)c1	1.5	-10.2	-15.6	2.4	0.0	5.1	-13.8	-8.4	92.0	-4.2
O=C(c1cnn(Cc2ccccc2)c1)N1CCN(S(=O)(=O)/C=C/c2ccccc2)CC1	5.0	-19.8	0.8	-5.5	-2.5	7.2	-7.4	2.3	105.1	-1.3
CCc1nnc(SCc2ccc(OC(C)C)cc2)n1N	0.2	-0.7	-12.0	1.9	-4.1	-2.8	0.5	1.9	114.0	0.3
Cc1ccc(NC(=O)c2ccc(S(=O)(=O)N3CCC(C)CC3)cc2)cc1	5.2	-23.9	-4.9	6.5	-5.1	-1.4	-27.1	6.7	104.2	-0.7
Cc1cc(C)nc(NC(=O)c2ccccc2O)n1	-1.4	6.7	1.0	2.6	-1.1	-9.8	-9.8	4.9	104.0	1.4
O=C(Nc1ccccc1F)c1nc[nH]c1C(=O)NCc1ccccc1	/	/	-0.1	/	-4.3	/	/	2.8	100.4	-2.9
CN(Cc1ccc(F)cc1)S(=O)(=O)c1nnc(NC(=O)c2ccccc2Br)s1	-0.4	2.0	-1.0	4.5	10.4	49.3	-9.5	7.8	/	0.6
COc1cccc(NC(=O)C2C3CC4OC(=O)C2C4C3)c1 (stereo not drawn)	-4.9	20.7	0.5	2.1	0.1	-0.7	-5.4	-4.7	/	-2.4
Cc1ccc(Oc2ccccc2NC(=O)CN2C(=O)NC3(CCCC3)C2=O)cc1	0.5	-2.8	-9.3	7.3	-2.7	-12.0	-2.6	-21.1	/	0.8
CCOC(=O)c1c(NC(=O)CN2C(=O)NC(C)(c3ccc(OC(F)F)cc3)C2=O)sc(C)c1C (stereo not drawn)	2.2	-11.4	5.8	1.1	-1.8	7.8	-32.8	-0.7	109.2	3.9
C=CCN1C(=O)/C(=C2/Sc3ccc(OC)cc3N2C)SC1=Nc1ccccc1	-1.9	9.7	7.1	-3.4	-0.8	3.1	-31.5	6.6	103.4	-7.8
COC(=O)c1cc(C)sc1NC(=O)CCc1ccccc1	2.9	-13.4	6.3	-3.6	-23.7	24.7	13.2	5.7	100.7	2.2
O=C(Nc1ccc(C(=O)N2CCOCC2)cc1)c1cc(-c2cccnc2)nc2ccc(Cl)cc12	-0.2	1.1	-5.0	-1.1	1.2	-8.0	3.2	-2.3	114.0	-2.4
c1cncc(COC2CCCN(Cc3nc(-c4cccs4)no3)C2)c1 (stereo not drawn)	-3.7	18.6	-7.2	2.8	1.5	3.1	5.7	-10.2	84.0	2.5
COc1cc(-c2nc3ccccc3s2)ccc1O	-0.2	1.1	-6.3	3.2	-0.6	0.5	-19.8	8.4	114.2	-0.6
CCc1nn(CC(=O)NCCc2ccc(OC)cc2OC)c(=O)c2cc3occc3n12	-2.7	13.8	-2.5	4.5	2.5	-2.6	-6.1	-6.0	73.8	3.2
COc1ccccc1N1CCN(CC(=O)c2ccc3ccn(C(C)=O)c3c2)CC1	0.8	-4.5	2.4	6.1	2.8	1.6	-18.8	0.4	100.5	3.0
CCC(C)(C)n1nnnc1C(c1ccccc1)N1CCN(C2CCCC2)CC1 (stereo not drawn)	-2.5	15.4	1.4	-3.0	-0.3	-10.4	-8.0	9.8	94.8	2.2
Oc1c(C(c2ccccn2)N2CCOCC2)ccc2cccnc12 (stereo not drawn)	1.2	-7.0	-4.5	3.6	2.3	4.0	1.7	-5.1	115.5	1.6
CCN(CCO)c1ncnc2c1sc1nc(C(C)C)c3c(c12)CC(C)(C)OC3	-1.0	5.3	0.9	2.3	-0.2	2.0	2.4	4.2	101.7	-12.8
O=C(CSc1nnc(-c2ccccc2)n1CC1CCCO1)N1CCCC1 (stereo not drawn)	-2.3	12.8	-6.5	-3.0	-1.3	26.5	7.8	-2.9	97.8	-0.4
CC(C)(C)C(=O)NCCN1C(=O)S/C(=C\c2ccc([N+](=O)[O-])cc2)C1=O	0.9	-5.7	-1.2	-1.1	-0.3	-0.3	-33.8	-8.1	88.8	1.4
Cn1c(SCC(=O)N2c3ccccc3Sc3ccccc32)nc2ccccc21	-2.1	10.9	-1.0	1.6	-4.1	5.2	4.3	3.7	92.2	-0.6

Reprinted at random: 3 entries already listed
SMILES	OPRM1-OPRD1 ag	MOR-DOR inv ag	PKA-R1A act	HTR5A ag	DAGLB inhibitor	Arrestin-AP2 inh	HTR5A inv ag	PKA-R2B activ	Pemphigus Ab inh	V-ATPase pHluor
CC(C)(C)C(=O)NCCN1C(=O)S/C(=C\c2ccc([N+](=O)[O-])cc2)C1=O	0.9	-5.7	-1.2	-1.1	-0.3	-0.3	-33.8	-8.1	88.8	1.4
CCN(CCO)c1ncnc2c1sc1nc(C(C)C)c3c(c12)CC(C)(C)OC3	-1.0	5.3	0.9	2.3	-0.2	2.0	2.4	4.2	101.7	-12.8
Cn1c(SCC(=O)N2c3ccccc3Sc3ccccc32)nc2ccccc21	-2.1	10.9	-1.0	1.6	-4.1	5.2	4.3	3.7	92.2	-0.6
